Cav3 T inh = human Cav3.2 channel inhibition, primary screen; Cav3.2-expressing cells, Fluo-4 calcium fluorescence FDSS; stronger effect = lower value; AID 449739; B-score at 10 µM; O95180; 4% of 100,000 active;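 active means single-dose well whose peak fluorescence ratio is a statistical outlier from its plate by either plate-standardised score or position-corrected B-score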
Target sequence (O95180 whole entry, looked up): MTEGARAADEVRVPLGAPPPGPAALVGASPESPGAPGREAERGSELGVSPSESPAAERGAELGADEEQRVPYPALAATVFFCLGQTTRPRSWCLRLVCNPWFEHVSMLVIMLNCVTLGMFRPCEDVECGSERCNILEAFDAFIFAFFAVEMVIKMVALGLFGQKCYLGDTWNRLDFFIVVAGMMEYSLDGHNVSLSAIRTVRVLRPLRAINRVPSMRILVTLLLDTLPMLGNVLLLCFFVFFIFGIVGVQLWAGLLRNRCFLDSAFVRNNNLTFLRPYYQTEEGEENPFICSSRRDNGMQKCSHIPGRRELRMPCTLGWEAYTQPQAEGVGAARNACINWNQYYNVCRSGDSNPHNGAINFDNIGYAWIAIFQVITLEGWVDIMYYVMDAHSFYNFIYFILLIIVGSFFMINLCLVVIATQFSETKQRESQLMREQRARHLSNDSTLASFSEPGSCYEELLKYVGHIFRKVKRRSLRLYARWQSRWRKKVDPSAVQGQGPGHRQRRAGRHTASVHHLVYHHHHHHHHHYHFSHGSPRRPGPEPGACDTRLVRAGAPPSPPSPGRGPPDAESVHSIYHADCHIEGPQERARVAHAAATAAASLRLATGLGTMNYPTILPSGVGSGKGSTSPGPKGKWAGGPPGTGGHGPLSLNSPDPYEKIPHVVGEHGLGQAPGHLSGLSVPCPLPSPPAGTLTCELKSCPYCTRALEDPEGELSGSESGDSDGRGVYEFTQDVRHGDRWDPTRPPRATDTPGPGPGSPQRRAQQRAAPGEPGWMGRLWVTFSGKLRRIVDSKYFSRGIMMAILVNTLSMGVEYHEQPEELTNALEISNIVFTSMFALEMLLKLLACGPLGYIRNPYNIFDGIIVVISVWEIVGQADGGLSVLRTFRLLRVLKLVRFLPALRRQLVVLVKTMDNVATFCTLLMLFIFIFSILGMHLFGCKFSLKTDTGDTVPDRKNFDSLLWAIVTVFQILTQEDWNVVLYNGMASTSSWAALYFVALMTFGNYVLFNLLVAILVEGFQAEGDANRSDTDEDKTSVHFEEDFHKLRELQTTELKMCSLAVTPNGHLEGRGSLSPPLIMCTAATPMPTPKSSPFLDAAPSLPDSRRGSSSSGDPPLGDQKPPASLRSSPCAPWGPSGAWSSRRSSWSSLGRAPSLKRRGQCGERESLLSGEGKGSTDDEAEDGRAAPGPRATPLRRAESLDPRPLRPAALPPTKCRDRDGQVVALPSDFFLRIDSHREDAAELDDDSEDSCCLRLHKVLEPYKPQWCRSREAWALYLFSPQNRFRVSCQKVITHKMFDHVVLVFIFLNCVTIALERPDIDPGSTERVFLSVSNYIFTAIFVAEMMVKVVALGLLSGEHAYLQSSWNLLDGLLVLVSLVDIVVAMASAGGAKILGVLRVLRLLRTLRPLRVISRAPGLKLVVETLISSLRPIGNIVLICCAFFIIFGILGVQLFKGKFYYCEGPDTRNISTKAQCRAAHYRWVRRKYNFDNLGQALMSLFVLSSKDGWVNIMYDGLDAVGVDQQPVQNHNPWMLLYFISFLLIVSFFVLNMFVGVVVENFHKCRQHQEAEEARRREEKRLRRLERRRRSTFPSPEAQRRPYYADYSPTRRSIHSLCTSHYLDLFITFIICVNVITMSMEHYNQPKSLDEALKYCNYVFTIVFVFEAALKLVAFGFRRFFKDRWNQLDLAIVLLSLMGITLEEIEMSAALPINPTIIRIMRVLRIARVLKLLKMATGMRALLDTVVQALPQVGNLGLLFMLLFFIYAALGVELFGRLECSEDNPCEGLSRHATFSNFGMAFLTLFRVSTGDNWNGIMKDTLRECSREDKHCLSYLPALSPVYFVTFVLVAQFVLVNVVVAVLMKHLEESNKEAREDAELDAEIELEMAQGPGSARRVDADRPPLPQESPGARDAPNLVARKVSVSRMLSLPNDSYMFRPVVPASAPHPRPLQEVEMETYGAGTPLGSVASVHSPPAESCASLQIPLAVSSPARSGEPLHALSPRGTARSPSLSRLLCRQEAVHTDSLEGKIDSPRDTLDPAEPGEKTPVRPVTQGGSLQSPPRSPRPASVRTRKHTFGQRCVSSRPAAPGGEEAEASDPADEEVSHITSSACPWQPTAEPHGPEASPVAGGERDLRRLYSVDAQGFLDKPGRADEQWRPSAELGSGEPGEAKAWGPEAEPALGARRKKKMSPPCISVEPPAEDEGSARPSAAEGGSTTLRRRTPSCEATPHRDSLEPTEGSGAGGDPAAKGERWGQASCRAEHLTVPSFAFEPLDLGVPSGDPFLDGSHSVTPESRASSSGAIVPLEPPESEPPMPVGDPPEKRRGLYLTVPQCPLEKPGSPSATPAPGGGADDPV
Numbers without * were called inactive.

no.	Cav3 T inh	SMILES
1	0.33	CCOC(=O)c1ccc(CSc2n[nH]c(C)n2)o1
2	0.789	CC(=O)N1CCc2cc(S(=O)(=O)NC(CC(C)C)C(=O)N3CCc4ccccc4C3)ccc21 (stereo unspecified)
3	-0.116	CN(C)/N=C/c1c(O)ccc2ccccc12
4	0.0925	COc1ccc(N2C(=O)CCC(C(=O)O)C2c2ccc(F)cc2)cc1 (stereo unspecified)
5	-0.0227	O=C(c1cccnc1)N1CCN(C(=O)c2ccco2)CC1
6	-1.61	COc1ccccc1OCCn1c(=O)sc2ccccc21
7	0.0265	CCOC(=O)Cc1csc(SCn2nnc3ccccc3c2=O)n1
8	-0.0271	CCOc1cc(-c2nc(-c3ccc(OC)cc3)no2)cc(OCC)c1OCC
9	0.124	CC1CN(C2CC(C)(C)NC(C)(C)C2)CCC1=O (stereo unspecified)
10	-6.8*	COc1cccc(-c2nc(CS(=O)(=O)CC(=O)NC3CCCc4ccccc43)c(C)o2)c1 (stereo unspecified)
11	-2.16	Cc1ccc(SCC(=O)Nc2ccc(-c3nnc(-c4ccco4)o3)cc2)cc1
12	0.256	Cc1csc(NC(=O)CSc2nsc(SCC(=O)Nc3nc(C)cs3)c2C#N)n1
13	-0.224	Cc1ccc(C2C(C(=O)c3ccco3)=C(O)C(=O)N2c2nnc(C)s2)cc1 (stereo unspecified)
14	-0.111	COC(=O)C1C(O)=C(C(C)=N)C(=O)CC1(C)C (stereo unspecified)
15	-0.7	O=C(Cc1ccc(Cl)cc1)N1CCN(C(=O)c2ccco2)CC1
16	-0.648	CCCCN(C)Cc1c(C)[nH]c2c(Cl)cccc2c1=O
17	0.31	CSCCC(NC(=O)OCc1ccccc1)C(=O)O (stereo unspecified)
18	1.69	C=C(C)C(=O)N1CC2(CC(c3cccc(NC(=O)/C=C\C=C/C)c3)=NO2)C[C@H]1C(N)=O (stereo partly specified)
19	0.281	CN1CCN(c2nc(-c3ccccc3)nc3c2oc2ccccc23)CC1
20	1.87	CNc1oc(Cc2cccc3ccccc23)nc1C#N
21	-0.0945	Cc1ccc(N2C(=O)CSC2c2cccnc2)cc1F (stereo unspecified)
22	1.19	CN1C(=O)CC(Sc2ncccc2C(=O)O)C1=O (stereo unspecified)
23	-3.03	CCOC(=O)c1nnn(-c2nonc2N)c1COc1ccccc1
24	-0.407	COc1cc(CC(=O)NCc2ccc3c(c2)OCO3)cc(OC)c1OC
25	0.791	COc1ccc(CCC(=O)Nc2nc3c(s2)CN(C)CC3)cc1OC
26	0.707	Cc1cccc(N(C(=O)c2csnn2)C(C(=O)NC(C)(C)C)c2ccncc2)c1 (stereo unspecified)
27	0.914	COc1ccc(CCNC(=O)CCS(=O)(=O)c2ccc3c(c2)CCN3C(C)=O)cc1OC
28	2.1	O=C(NCCN1CCOCC1)c1csc2c1CCCCC2
29	-0.0174	CCOC(=O)c1nnc(-c2ccccc2)nc1NC
30	0.532	CC(C)C1N(C(=O)CN2CCCC2)CCN1S(=O)(=O)c1ccccc1 (stereo unspecified)
31	-2	O=C(CN1CCCCC1)Nc1nnc(-c2ccccc2)s1
32	-0.751	COc1ccccc1N1C(=O)C2C3C=CC(C3)C2(C)C1=O (stereo unspecified)
33	1.3	Cc1ccc2occ(C(=O)c3ccco3)c(=O)c2c1
34	1.41	CCOc1ccc(C(=O)NC2CCN(C(=O)Nc3ccccc3OC)CC2)cc1
35	-3.51	C/C(=N\NC(=O)c1ccc(Cl)cc1)c1cccc(NC(=O)C(C)C)c1
36	-0.612	N=c1c2c(n(Cc3ccc(F)cc3)c3c1CCC3)CCC2
37	-0.257	CCC(=O)Nc1cc(SCCO)cc([N+](=O)[O-])c1
38	0.47	COC(=O)C1=C(C)N(CCc2ccc(OC)c(OC)c2)C(=O)C1
39	-0.769	CC(C)N1C(=O)CCC1C(=O)NC1CCCC1 (stereo unspecified)
40	-3.06	O=C(/C=C\Nc1cccc(F)c1)c1ccc2c(c1)OCO2
41	-2.22	COc1cc(O)c(C(CCN2CCN(c3ccccc3)CC2)c2cc(OC)c(OC)c(OC)c2)c(OC)c1 (stereo unspecified)
42	-2.58	O=c1c2c(-c3cccs3)csc2ncn1/N=C/c1ccc(OC(F)F)cc1
43	1.02	Cc1ccc(-c2nnc(NC3CCCCC3)c3ccccc23)cc1S(=O)(=O)N1CCN(C)CC1
44	1.64	Cc1cc([N+](=O)[O-])c(-c2ccc(/C=N/n3cnnc3)o2)cc1Cl
45	0.279	C[C@H]1CCC[C@]2(O[C@@H](CCO)C[C@H](O)[C@H]2O)O1
46	1.86	Cc1ccc(NC(=O)c2cc(=O)c3ccccc3o2)cc1
47	0.823	COc1cccc(-c2nc3ccc(O)cc3c(=O)o2)c1
48	0.458	Cc1ccc(C(=O)NCc2ccc3c(c2)OCO3)cc1N1CCCC1=O
49	-0.00771	O=C(NCCCN1CCCC1=O)NC1CCCCC1
50	0.157	Cc1nc2nc(CSc3ccc(Cl)cc3)cc(=O)n2[nH]1
51	1.21	NC(=O)C1CCN(S(=O)(=O)c2cccc(S(=O)(=O)N3CCCCC3)c2)CC1
52	-0.116	Fc1ccccc1Cn1nnc2c(NCCc3ccccn3)ncnc21
53	0.0253	CC(=O)c1ccc2c3c(cccc13)C(=O)N(c1c(C)nn(C)c1C)C2=O
54	-0.891	COc1ccc(NC(=O)c2cc(CN3C(=O)c4ccccc4C3=O)ccc2OC)cn1
55	0.082	COc1ccc(NC(=O)CSc2ncc(-c3ccc(F)cc3)n2Cc2ccco2)cc1
56	-0.575	O=C1/C(=C/c2cccnc2)Oc2cc(OS(=O)(=O)c3ccccc3)ccc21
57	0.0253	CCN(CC)CCN1C(=O)Cn2c(C)c(C)c3cccc1c32
58	0.477	CCn1c(SCC(=O)NCc2cccs2)nc2c1c(=O)n(C)c(=O)n2C
59	-3.62	CSc1cccc(NC(=O)CSc2nc3ccccc3o2)c1
60	0.937	CCOc1ccc(C2=Nn3c(nnc3-c3ccccn3)SC2)cc1

The results go on.
no.	Cav3 T inh	SMILES
61	-2.52	COc1ccc(CNc2nc3c(c(C(F)(F)F)n2)CCCCC3)cc1
62	-1.48	CCN(CC)CCOC(=O)c1ccc(NC(=O)C2(c3ccccc3)CCCC2)cc1
63	0.331	CCn1cc(C(=O)OCc2ccc(F)cc2)c(=O)c2ccc(C)nc21
64	-0.167	CC(=O)c1ccc(NC(=O)c2ccc3nc(-c4ccco4)c(-c4ccco4)nc3c2)cc1
65	0.796	COCCNC(=O)Cn1nc(-c2ccccc2OC)ccc1=O
66	-0.165	O=C(C1COc2ccccc2O1)N1CCOCC1 (stereo unspecified)
67	-0.739	CC(C)CNC(=S)NNC(=O)c1nn(C)cc1Cl
68	-0.387	Cc1ccc(S(=O)(=O)CCC(=O)Nc2nccs2)cc1
69	-1.62	CCC(C)n1c(SC(C)C#N)nc2ccccc2c1=O (stereo unspecified)
70	0.451	CC(/C=C/c1ccc2c(c1)OCO2)=N/NC(=O)CNc1ccc(C)cc1
71	-0.778	O=C(CSc1nnnn1-c1cccc2c1CCCC2)NC1CCCC1
72	-0.141	CCCOc1ccccc1C(=O)NC(CO)C(=O)O (stereo unspecified)
73	-3.63*	c1ccc(OCCSc2nc3ccccc3[nH]2)cc1
74	-0.45	O=C(NC1CCCc2ccccc21)C1CCN(c2nnc(-n3cccc3)s2)CC1 (stereo unspecified)
75	0.668	Cc1occc1-c1nnc(SCC(=O)Nc2nc3ccccc3s2)o1
76	-3.04	Cc1ccc(-n2nc(C(=O)c3ccccc3)n3c(=O)c(Cc4ccccc4)nnc23)cc1
77	-0.257	COC(=O)C(C)Sc1nc2c([nH]c3ccccc32)c(=O)n1C (stereo unspecified)
78	0.464	Cn1c(C(O)c2ccccc2)nc(Cl)c1Cl (stereo unspecified)
79	-3.44	Cc1cccc(C(=O)Nc2ccccc2N2CCN(c3ccc(F)cc3)CC2)c1
80	-0.984	Cc1ccccc1NC(=S)N(C)C1(c2ccccc2Cl)CCCCC1=O (stereo unspecified)
81	-0.857	O=C(Nc1ccccc1C(=O)Nc1ccccc1C(=O)NCc1ccco1)c1ccco1
82	-2.83	Cc1cccc(N2CCN(C(=O)Cn3ccc4ccccc4c3=O)CC2)c1C
83	-0.282	COc1cccc(NC(=O)N2CCCC2C(=O)Nc2ccc3c(c2)OCO3)c1 (stereo unspecified)
84	0.202	CCCc1cc(=O)[nH]c(SCC(=O)NC(=O)OCC)n1

6 records picked at random from the list so far:
no.	Cav3 T inh	SMILES
76	-3.04	Cc1ccc(-n2nc(C(=O)c3ccccc3)n3c(=O)c(Cc4ccccc4)nnc23)cc1
80	-0.984	Cc1ccccc1NC(=S)N(C)C1(c2ccccc2Cl)CCCCC1=O (stereo unspecified)
84	0.202	CCCc1cc(=O)[nH]c(SCC(=O)NC(=O)OCC)n1
82	-2.83	Cc1cccc(N2CCN(C(=O)Cn3ccc4ccccc4c3=O)CC2)c1C
75	0.668	Cc1occc1-c1nnc(SCC(=O)Nc2nc3ccccc3s2)o1
78	0.464	Cn1c(C(O)c2ccccc2)nc(Cl)c1Cl (stereo unspecified)

The listing picks up, starting 3 compounds before the break.
no.	Cav3 T inh	SMILES
82	-2.83	Cc1cccc(N2CCN(C(=O)Cn3ccc4ccccc4c3=O)CC2)c1C
83	-0.282	COc1cccc(NC(=O)N2CCCC2C(=O)Nc2ccc3c(c2)OCO3)c1 (stereo unspecified)
84	0.202	CCCc1cc(=O)[nH]c(SCC(=O)NC(=O)OCC)n1
85	1.61	COc1cc2c(C(=O)NCc3ccc(C)o3)cn(CC(C)C)c(=O)c2cc1OC
86	-6.46*	O=C(CSc1ccc2ccccc2n1)N1CCC(c2noc3ccc(F)cc23)CC1
87	0.58	O=C(Nc1ccc2nsnc2c1)N1CCCCCC1
88	0.897	COc1ccc(/C=N/OC/C(O)=C(\C#N)c2nc3ccccc3[nH]2)cc1
89	0.111	Cc1ccc2nc(SCC(=O)Nc3ccc4sc(C)nc4c3)c(C#N)cc2c1
90	0.582	CCc1c(C)nc2ncnn2c1NCc1cccs1
91	-5.66*	COc1cccc(Nc2nc(NCC3CCCO3)c3ccccc3n2)c1 (stereo unspecified)
92	-4.62*	COc1ccc(N2CCN(C(=O)CN(Cc3ccc(Cl)cc3)S(C)(=O)=O)CC2)cc1
93	-0.0888	CC1=CC(c2ccccc2)n2nc(N3C(=O)c4ccccc4C3=O)nc2N1 (stereo unspecified)
94	-0.26	O=C1NC2(CCCC2)N=C1c1ccc(Cl)cc1
95	-0.726	O=C(COc1ccc2ccccc2c1Br)NNC(=O)Nc1ccccc1
96	0.725	CCOC(=O)COc1ccc(C(=O)NC2CCCCC2)cc1
97	-0.575	Cc1ccc(C2CC(=O)Nc3cc4c(cc32)OCO4)o1 (stereo unspecified)
98	1.55	Cc1ccc2c(c1)nnn2C1CCN(C(=O)c2cccs2)CC1
99	-0.424	O=c1oc2ccccc2cc1-c1nc2ccccc2o1
100	-0.717	Cc1sc2ncnc(N(C)Cc3ccco3)c2c1C
101	-2.98	C=CCn1cnc2c(c1=O)c1nc3ccccc3nc1n2/N=C/c1cc(OC)c(OC)c(OC)c1
102	-1.63	C=CCc1cccc(CNc2nc3ccccc3n2CC)c1O
103	0.798	CCS(=O)(=O)N1CCC(C(=O)NC2CCCCC2)CC1
104	-0.246	CCCCNC(=O)c1ccccc1NS(=O)(=O)c1ccc2c(c1)OCCO2
105	0.46	CS(=O)(=O)N1CC(C(=O)NC2CC2)Oc2ccc(Cl)cc21 (stereo unspecified)
106	0.0363	CCc1ccc(C2=NN(C(=O)OC)C(O)(C(F)(F)F)C2)cc1 (stereo unspecified)
107	0.444	Cc1ccc2c(c1)n([O-])c1c([n+]2=O)CCCC1
108	-0.0339	Cc1cc(Cl)c(S(=O)(=O)NCCC(=O)O)cc1OCC(N)=O
109	0.973	Cc1ccc(CN2CC(C(=O)Nc3ccc(S(=O)(=O)Nc4cc(C)nc(C)n4)cc3)CC2=O)cc1 (stereo unspecified)
110	-3.1	Cc1ccc(-c2nc(C(=O)NC3CCCCCC3)no2)cc1
111	0.932	O=C(Nc1ccc2ccccc2c1)Nc1ccc2snnc2c1
112	1.44	c1ccc(-c2cnc(CSc3nnc4ccccn34)o2)cc1
113	-5.65*	CC1(C)N=C(SCC(=O)Nc2ccc(Cl)cc2Cl)C(c2ccccc2)=N1
114	-1.09	Cc1c(C(=O)Nc2ccc(Cl)cn2)oc2ccccc12
115	0.778	N#Cc1c(-n2ccnc2)cccc1-n1ccnc1
116	-8.35*	CC(C)(C)C(=O)c1sc2nc(-c3cccs3)cc(C(F)(F)F)c2c1N
117	0.56	COc1cccc(C(=O)N2CCN(CCCc3ccccc3)CC2)c1OC
118	0.618	O=C(O)c1cc2nc(-c3ccccc3)cc(C(F)(F)F)n2n1
119	-0.00827	O=C(CSc1ncnc2c1oc1ccccc12)Nc1ccccc1F
120	-0.25	CCn1c(SC(C)C)nnc1-c1c[nH]c2ccccc12

An excerpt from above in order of their number in Cav3 T inh, lowest first:
no.	Cav3 T inh	SMILES
116	-8.35*	CC(C)(C)C(=O)c1sc2nc(-c3cccs3)cc(C(F)(F)F)c2c1N
118	0.618	O=C(O)c1cc2nc(-c3ccccc3)cc(C(F)(F)F)n2n1
115	0.778	N#Cc1c(-n2ccnc2)cccc1-n1ccnc1
111	0.932	O=C(Nc1ccc2ccccc2c1)Nc1ccc2snnc2c1

The results go on:
no.	Cav3 T inh	SMILES
121	0.263	O=C(Nc1cccnc1)C(Cc1ccccc1)n1cccc1 (stereo unspecified)
122	0.288	O=C(Nc1ccccc1-c1nc2ccccc2s1)c1ccc(Br)o1
123	-0.114	Cc1cc(C)nc(Nc2ncc(O)n2-c2ccc(C)c(C)c2)n1
124	0.273	CC(C)N1C(=O)CC2(CC[N+](C)(CCOC(=O)C(c3ccccc3)c3ccccc3)CC2)C1=O (stereo unspecified)
125	-0.806	Cc1ccc(NC(=O)COc2ccc(/C=C3/SC(=Nc4ccccc4)N(Cc4cccnc4)C3=O)cc2)cc1
126	1.07	CCO[C@H]1OC(C(=O)NC2CC2)=C[C@@H](c2ccc(C(F)(F)F)cc2)[C@@H]1CCCO
127	1.04	CCCSC1=C(C#N)C(c2ccc(O)c(OC)c2)CC(=O)N1 (stereo unspecified)
128	0.818	Nc1cc(=O)[nH]c(SCC(=O)Nc2ccc(F)c(Cl)c2)n1
129	0.813	CCOC(=O)c1nn(-c2ccccc2)c(=O)cc1SC(C)C
130	-0.758	COc1cccc(C2C(C(C)=O)=C(O)C(=O)N2Cc2ccco2)c1 (stereo unspecified)
131	-1.18	CCOC(=O)NC(=O)CSc1nnnn1-c1ccccc1

The list is partial; rates above refer to the full screens.
